# GDH-TPI inh – GDH-TPI coupling enzyme inhibitors, primary screen, artefact control for M. tuberculosis FBA inhibitor project, biochemical, absorbance, full deck; GDH-TPI coupled enzyme counterscreen, NADH absorbance; AID 588335, 2011; hit rate 1.2% among 360,000; inhibition, % at 4.8 µM; in the data active = inhibition above about 30%;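 also: 0% = DMSO wells and 100% = wells lacking the enzyme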
# MazEF act – activators of E. coli MazEF toxin-antitoxin RNase, primary screen, biochemical, fluorescence, uHTS; Endoribonuclease toxin MazF (Escherichia coli (strain K12)), P0AE70; FAM/BHQ RNA-DNA oligo cleavage fluorescence, 5 h; activation, % at 20 µM; hit rate 0.32% among 350,000; in the data active = activation above about 50%
# Target sequence (P0AE70 whole entry, looked up): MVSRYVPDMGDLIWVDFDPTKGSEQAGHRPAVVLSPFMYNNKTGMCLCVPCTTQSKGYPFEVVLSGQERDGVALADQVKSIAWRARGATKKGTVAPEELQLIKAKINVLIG
# Mtb UGM inh – M. tuberculosis UGM enzyme inhibitors, primary screen, biochemical, fluorescence polarization, single point; UDP-galactopyranose mutase (Mycobacterium tuberculosis (strain ATCC 25618 / H37Rv)), …; purified UGM, fluorescence polarization probe displacement; inhibition, % at 10 µM; hit rate 0.06% among 320,000; in the data active = inhibition above about 10%, passing the limit was not always enough; inconclusive = no clear call, values can overlap the other calls
# Target sequence (P9WIQ1 whole entry, looked up): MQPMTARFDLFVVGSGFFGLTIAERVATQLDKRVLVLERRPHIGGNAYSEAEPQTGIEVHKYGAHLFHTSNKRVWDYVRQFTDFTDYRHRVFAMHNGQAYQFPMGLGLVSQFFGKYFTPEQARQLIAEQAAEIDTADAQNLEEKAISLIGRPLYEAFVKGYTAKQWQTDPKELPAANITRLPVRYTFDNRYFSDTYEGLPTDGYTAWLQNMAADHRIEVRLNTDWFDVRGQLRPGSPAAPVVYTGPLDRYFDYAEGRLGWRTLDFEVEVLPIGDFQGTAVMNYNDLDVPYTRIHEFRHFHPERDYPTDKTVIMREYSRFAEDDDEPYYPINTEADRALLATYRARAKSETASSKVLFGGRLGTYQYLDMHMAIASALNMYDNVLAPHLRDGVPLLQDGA
# PrPC TRFRET – inhibitors of human cell surface prion protein PrPC, primary screen, cell-based, TR-FRET. Major prion protein (Homo sapiens), P04156. TR-FRET read-out. inhibition, % at 13.8 µM. hit rate 0.43% among 370,000. AID 720596, 2013; in the data active = inhibition above about 24%; also: 0% = median of the test wells and 100% = reference compound wells
# BoNT-F LC inh – BoNT/F light chain protease inhibitors, primary screen, biochemical, flow cytometry, MLPCN library; Multiplex microsphere protease cleavage assay; inhibition, % at 10 µM; hit rate 0.22% among 360,000; in the data active = inhibition above about 35%, passing the limit was not always enough; inconclusive = no clear call, values can overlap the other calls; also: plate controls were buffer without enzyme for full effect and enzyme alone for no effect
# Rv3671c inh – Rv3671c serine protease inhibitors, primary screen, biochemical, fluorescence polarization, M. tuberculosis H37Rv | P9WHR9 | inhibition, % at 5.96 µM | hit rate 0.048% among 320,000; in the data active = inhibition above about 38%;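 also: extracellular domain of Rv3671c used as enzyme; 0% = enzyme with DMSO and 100% = no enzyme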
# BioA inh – M. tuberculosis BioA enzyme inhibitors, primary screen, biochemical, plate reader, single point, HTS; 7,8-diaminopelargonic acid synthase BioA (Mycobacterium tuberculosis); purified M. tuberculosis BioA enzyme; inhibition, % at 9.99 µM; hit rate 0.096% among 360,000; AID 602481, 2012; in the data active = inhibition above about 40%; inconclusive = no clear call, values can overlap the other calls
# Mtb FBA inh – Mtb FBA enzyme inhibitors, primary screen, biochemical, fluorescence, strain H37Rv | Fructose-bisphosphate aldolase (Mycobacterium tuberculosis (strain ATCC 25618 / H37Rv)), … | purified M. tuberculosis FBA, fluorescence read-out | inhibition, % at 1 µM | hit rate 2.3% among 360,000 | AID 588726, 2011; in the data active = inhibition above about 27%;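 also: 0% = vehicle and 100% = reference inhibitor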
# Target sequence (P9WQA3 whole entry, looked up): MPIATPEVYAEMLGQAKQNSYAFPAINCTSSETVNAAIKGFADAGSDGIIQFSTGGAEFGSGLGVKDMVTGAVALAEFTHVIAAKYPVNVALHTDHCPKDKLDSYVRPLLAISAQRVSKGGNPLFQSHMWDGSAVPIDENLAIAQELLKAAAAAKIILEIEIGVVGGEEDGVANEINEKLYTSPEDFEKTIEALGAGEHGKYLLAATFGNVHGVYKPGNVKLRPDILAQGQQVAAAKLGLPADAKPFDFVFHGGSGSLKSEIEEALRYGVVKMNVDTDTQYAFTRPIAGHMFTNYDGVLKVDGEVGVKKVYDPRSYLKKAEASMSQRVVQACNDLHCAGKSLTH
# FadD28 FP inh – inhibitors of FadD28 bisubstrate probe binding, primary screen, biochemical, fluorescence polarization, single point; hit rate 0.22% among 360,000; Mycobacterium tuberculosis FadD28 fatty-acid-AMP ligase; inhibition, % at 12.5 µM; in the data active = inhibition above about 8.5%, passing the limit was not always enough; inconclusive = no clear call, values can overlap the other calls
# The depositor's hits bear a star; ? = inconclusive; . = not tested or not shown; + = active, no number; & = joins results of further samples.
SMILES,GDH-TPI inh,MazEF act,Mtb UGM inh,PrPC TRFRET,BoNT-F LC inh,Rv3671c inh,BioA inh,Mtb FBA inh,FadD28 FP inh
CCn1c(SCC(=O)N(C)c2ccccc2)nc2c([nH]c3ccccc32)c1=O,10,-1,0.8,1,8,-15,-2.3,3,0.3
COc1ccc(F)cc1-c1cc(C(=O)NCc2ccccc2)[nH]n1,6,.,.,-1,-1,.,0.7,1,-3.2
CCCCCc1c2c(cc(O)c1C(=O)O)OC(=O)c1c(cc(OC)cc1C(=O)CCCC)O2,3,0,5.8,.,2,2,5.4,-1,4.4
COc1nc(N(C)C)nc(N(C#N)CCOC(C)=O)n1,1,-4,0.5,1,.,2,.,2,0.1
CC(C)(C)c1ccc(C(=O)n2cnc3ccccc32)cc1,16,-2,-1.7,-11,.,3,-0.2,-2,-1.2
O=C(COc1ccc(Cl)cc1)N1CCN(C(=O)c2cccs2)CC1,12,2,-1.3,-5,0,-2,.,3,-2.8
Cn1c(=O)c2c(nc(NCc3ccccc3)n2CCCc2ccccc2)n(C)c1=O,8,1,4.8,4,7,2,.,-1,-1.8
CCOc1ccccc1NC(=O)CCc1ccc(C)o1,13,3,-1.7,8,-9,-9,-1.8,0,-0.2
CCc1c(C)nc(SCC(=O)N2CCCCC2CC)[nH]c1=O (stereo not given),0,5,2.3,-5,-4,13,.,1,-4.3
CN(C)CCn1c(C(=O)O)cc2ccccc21,-5,9,3.1,-4,14,7,0.3,4,-3.1
CC(=O)Oc1ccc2ccccc2c1C(NC(=O)Cc1ccccc1)c1ccccc1Cl (stereo not given),-2,1,-0.4,14,1,-9,.,1,-0.6
CCN(CC)c1ccc2cc(-c3nc(-c4cc5ccccc5oc4=O)cs3)c(=O)oc2c1,14,-118,.,-2,23,.,-18,6,-1.1
COc1ccc(-c2cc(NCc3ccccn3)n3ncnc3n2)cc1,7,15,-0.2,11,-4,-1,3.4,8,-3.7
CC1CN(C(=O)COC(=O)c2ccc(Cl)c(S(=O)(=O)N3CCCCC3)c2)CC(C)O1 (stereo not given),-2,0,0.0,-8,-3,5,-0.6,-1,-5.6
CCSc1nc2ccccc2[nH]1,4&6,4&10,1.1&0.7,-2&-5,4&-12,-6&-5,-1.7&-0.8,4&2,-0.2&-1.2

# Some of the entries so far, as tab-separated lines:
molecule	GDH-TPI inh	MazEF act	Mtb UGM inh	PrPC TRFRET	BoNT-F LC inh	Rv3671c inh	BioA inh	Mtb FBA inh	FadD28 FP inh
COc1nc(N(C)C)nc(N(C#N)CCOC(C)=O)n1	1	-4	0.5	1	.	2	.	2	0.1
CC(C)(C)c1ccc(C(=O)n2cnc3ccccc32)cc1	16	-2	-1.7	-11	.	3	-0.2	-2	-1.2
O=C(COc1ccc(Cl)cc1)N1CCN(C(=O)c2cccs2)CC1	12	2	-1.3	-5	0	-2	.	3	-2.8
Cn1c(=O)c2c(nc(NCc3ccccc3)n2CCCc2ccccc2)n(C)c1=O	8	1	4.8	4	7	2	.	-1	-1.8
CCOc1ccccc1NC(=O)CCc1ccc(C)o1	13	3	-1.7	8	-9	-9	-1.8	0	-0.2
CCc1c(C)nc(SCC(=O)N2CCCCC2CC)[nH]c1=O (stereo not given)	0	5	2.3	-5	-4	13	.	1	-4.3
CN(C)CCn1c(C(=O)O)cc2ccccc21	-5	9	3.1	-4	14	7	0.3	4	-3.1
CC(=O)Oc1ccc2ccccc2c1C(NC(=O)Cc1ccccc1)c1ccccc1Cl (stereo not given)	-2	1	-0.4	14	1	-9	.	1	-0.6
CCN(CC)c1ccc2cc(-c3nc(-c4cc5ccccc5oc4=O)cs3)c(=O)oc2c1	14	-118	.	-2	23	.	-18	6	-1.1
COc1ccc(-c2cc(NCc3ccccn3)n3ncnc3n2)cc1	7	15	-0.2	11	-4	-1	3.4	8	-3.7
CC1CN(C(=O)COC(=O)c2ccc(Cl)c(S(=O)(=O)N3CCCCC3)c2)CC(C)O1 (stereo not given)	-2	0	0.0	-8	-3	5	-0.6	-1	-5.6
CCSc1nc2ccccc2[nH]1	4&6	4&10	1.1&0.7	-2&-5	4&-12	-6&-5	-1.7&-0.8	4&2	-0.2&-1.2

# Next records follow:
SMILES,GDH-TPI inh,MazEF act,Mtb UGM inh,PrPC TRFRET,BoNT-F LC inh,Rv3671c inh,BioA inh,Mtb FBA inh,FadD28 FP inh
COC(=O)C1Cc2c([nH]c3ccccc23)CN1C(C)=O (stereo not given),11,19,2.1,-3,12,4,-0.1,5,-1.4
COC(OC)C1(CCc2ccccc2)NC(=O)NC1=O (stereo not given),-3,2,.,7,2,.,0.8,-1,-2.1
CCc1nc(SCc2ccc(Cl)cc2)n[nH]1,-13,-3,3.7,10,-3,6,.,1,-3.4
COc1ccccc1NC(=O)NC(=O)c1ccccc1,-1,0,-2.6,2,?,2,-1.5,-1,0.6
O=C(NCc1ccc(-c2nc3ccccc3s2)cc1)c1cc2ccccc2o1,4,-9,1.1,-5,-7,0,.,4,-1.6
CC(C)N1C(=O)NC2(c3ccccc3)N(C)C(=O)N(C)C12c1ccccc1 (stereo not given),10,3,0.6,-2,-7,-2,-0.3,-2,1.0
CCC(=O)N(C)CCc1cc2c(c(OC)c1/C=N/NC(=O)[C@H]1C[C@@H]1c1ccccc1)OCO2,13,3,-0.1,8,?,0,.,0,-2.5
COc1ccc(C(=O)N/N=C(\C)CC(=O)Nc2ccc3ccccc3c2)c(OC)c1,6,-7,-1.1,1,2,-28,-0.7,8,-1.6
CCOC(=O)c1sc2nc(CN3CCCCC3)nc(Cl)c2c1C,3,5,-1.8,.,-3,3,.,23,0.7
O=C(O)c1cccc(Cn2c(Cl)c(/C=N/NC(=O)c3ccc(O)cc3)sc2=O)c1,34*,-3,2.0,-14,-3,-9,2.7,-5,-16
COc1ccc(C(=O)NCc2ccc(-n3cccc3)cc2)cc1OC,2,-3,-0.1,-4,-2,-9,1.6,-5,-4.5
COc1cccc(CC2(CO)CCN(Cc3cn(C)nc3C)CC2)c1,-1,-5,0.4,-2,-2,-2,-4.0,4,1.5
N#Cc1cc([N+](=O)[O-])cnc1NCC(O)CO (stereo not given),17,3,0.9,-16,1,2,0.3,0,-3.9
O=S(=O)(NCC(c1cccnc1)N1CCN(c2ccc(F)cc2)CC1)c1cccs1 (stereo not given),2,-26,-0.4,-4,-11,-4,6.4,1,0.0
N#Cc1c2n(cnc1=O)CCCCC2,5,19,-2.1,-4,11,-3,-2.0,0,-0.9
CCOc1ccc(CCNC(=O)COC(=O)c2ccc(Br)o2)cc1OCC,6,-1,5.1,3,?,-14,2.0,4,-1.4
O=C(NCC1CCCCC1)c1cc([N+](=O)[O-])ccc1N1CCOCC1,4,3,-2.2,-10,-4,-2,.,0,-1.5
CC1(C)CC2CC(C)(CN2S(=O)(=O)c2ccc(C(=O)Nc3ccc(S(=O)(=O)N4CCOCC4)cc3)cc2)C1 (stereo not given),2,-6,-0.7,9,-4,-153,.,-2,-2.6
Cn1c(=O)c2c(ncn2CC(=O)N2CCOCC2)n(C)c1=O,0,7,0.9,-2,3,5,.,-2,-0.3
CCOC(=O)c1cnc2c(F)ccc(F)c2c1Sc1ccccc1,1,3,1.0,4,.,2,-0.5,1,-1.8
COc1ccc(N2CC(C(=O)Nc3ncccc3C)CC2=O)cc1 (stereo not given),6,5,3.1,-2,19,6,0.8,-2,-1.8
Cc1cc(C)c(OCC(=O)OCC(=O)N2c3ccccc3CC2C)c(C)c1 (stereo not given),0,6,-1.5,4,-2,1,1.2,1,-0.1
COc1cccc(NC(=O)CSc2nc3ccsc3c(=O)n2-c2ccc(C(=O)O)cc2)c1,1,6,0.4,-2,-4,-2,.,2,-3.3
NS(=O)(=O)c1cccc(NC(=O)c2cncc(Br)c2)c1,2,2,2.0,-2,-6,-7,14,0,-1.0
COc1ccc(CNC(=O)N2CCN(c3ccccc3)CC2)cc1,1,1,1.1,-2,2,-5,-0.8,-4,-4.3
C/C(=N\Nc1nc(N)cc(Cl)n1)c1ccc(Cl)c(Cl)c1,4,10,0.9,-2,0,-6,.,-2,-5.0
Cc1ccccc1NC(=O)Cn1nc(-c2ccccc2)nc1-c1ccccc1,15,-31,-2.3,-7,1,0,-0.7,-4,-1.1
COc1ccc(CCNC(=O)c2cccn2C)cc1,4,-7,0.7,7,-1,1,-1.0,-3,-2.1
CCn1c(=O)cc(OCC(=O)NCc2cccnc2)c2ccccc21,18,-6,3.4,-3,-3,-9,1.9,-1,-1.2
CCOC(=O)N1CCN(C(=O)CSc2nc(C)nc3c2c(=O)n(C)c(=O)n3C)CC1,-2,4,0.5,-5,-3,-1,.,4,-3.2
CCNC(=O)C1(C)CCN(Cc2ccc(OC(F)(F)F)cc2)C1 (stereo not given),4,.,.,2,-7,.,0.5,-1,-2.4
N#Cc1ccc(C(=O)N2CCCCC2c2cc(C(=O)Nc3ccc4c(c3)OCO4)no2)cc1 (stereo not given),9,.,.,0,0,.,3.4,2,0.3
CCN(CC)CCCN1C(=O)C(=O)/C(=C(/O)c2ccc(C)cc2)C1c1ccccn1 (stereo not given),5,1,2.0,5,6,-6,-1.4,-2,0.9
COc1ccccc1Oc1c(C)oc2c(CN(C)C)c(O)ccc2c1=O,23,5,4.4,-4,-5,-31,-0.4,+,-1.9
Cc1ccc(-n2c(C)cc(/C=N/NC(=O)c3ccc(CN4CCOCC4)cc3)c2C)cc1,21,-2,2.9,-3,-1,0,-1.3,1,-2.2
CSc1ccc(/C=C/C(=O)NC(=O)c2ccccc2O)cc1,29,-1,3.6,-21,4,1,-1.4,3,-0.9
O=C(NC1CCCc2ccccc21)c1cncc(Br)c1 (stereo not given),7,6,-1.9,-1,18,0,-5.0,3,0.6
CCOc1ccc(C(=O)COC(=O)CC)cc1,-7,8,3.3,-1,4,-5,.,-3,-3.9
COC(=O)C1=C(c2ccc(F)cc2OCc2ccccc2)C[C@@H]2CC[C@H]1N2C(=O)NCC1CC1,11,4,-1.3,5,0,7,0.4,0,-5.5
CCN(CC)C(=O)CNC(=O)c1nn(-c2ccc(OC)c(Cl)c2)c(=O)c2ccccc12,10,-6,3.3,-2,20,-2,1.6,2,-3.7
O=C(CNS(=O)(=O)c1ccc(F)cc1)N1CCN(c2ccccc2)CC1,5,2,-0.2,9,7,7,-1.1,5,-0.9
Cc1ccc(OCC(=O)NCCO)c(Br)c1,-7,10,-1.3,10,-2,-5,.,1,-0.5
COc1ccc(CCNC(=O)c2c(C)nn(CC(C)C)c2Cl)cc1,3,4,-1.5,1,.,-1,-0.3,0,0.4
Cc1c(C(=O)Nc2ccc(N3CCOCC3)cc2)cccc1[N+](=O)[O-],-9,3,-0.8,-17,-9,2,.,0,-1.8
C[C@H]1CN(c2ccccc2)C(=O)[C@@H]1CC(=O)Nc1ccc(Br)cc1,-1,7,.,12,0,.,1.7,-1,-2.8

# Reformatted: results already given.
SMILES: Cc1ccc(OCC(=O)NCCO)c(Br)c1
  GDH-TPI inh = -7	MazEF act = 10	Mtb UGM inh = -1.3	PrPC TRFRET = 10	BoNT-F LC inh = -2	Rv3671c inh = -5	BioA inh = .	Mtb FBA inh = 1	FadD28 FP inh = -0.5

SMILES: COc1ccc(CCNC(=O)c2c(C)nn(CC(C)C)c2Cl)cc1
  GDH-TPI inh = 3	MazEF act = 4	Mtb UGM inh = -1.5	PrPC TRFRET = 1	BoNT-F LC inh = .	Rv3671c inh = -1	BioA inh = -0.3	Mtb FBA inh = 0	FadD28 FP inh = 0.4
